NOD1 NF-kB reporter: inhibition of NOD1-driven NF-kB reporter – cell-based, luminescence, uHTS, primary screen (AID 1578) | NOD1-driven NF-kB luciferase reporter cells, luminescence; higher % means a stronger effect | one-dose inhibition, % at 4 µM; EC50 in µM for titrated hits | actives 1% (n = 290,000); in the data active = inhibition mostly above about 36%, no sharp cut-off; inactive = mostly below about 34%;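 note: HEK-293T reporter cells stimulated with the NOD1 agonist gamma-tri-DAP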
KOR beta-arrestin-1: KOR antagonists, beta-arrestin recruitment, cell-based, luminescence, uHTS (AID 1778); actives 0.091% (n = 290,000); KOR beta-arrestin recruitment, luminescence, antagonist mode; higher % means a stronger effect; one-dose inhibition, % at 10 µM; IC50 in µM for titrated hits; note: strong numbers were not always called active
T cell modulator: modulates CD8 T cell binding to vesicles | 2C CD8+ T cell-vesicle binding, flow cytometry; active compounds read low | actives 0.068% (n = 330,000) | calls only at 7 µM | AID 2052;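 active = response, share of CD8 T cells binding vesicles, and their 90th percentile fluorescence all below set limits, cut at about 80% in these data, passing the limit was not always enough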
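material = purified 2C TCR transgenic mouse naive CD8+ T cells | controls = Unloaded micro-vesicles (low), QL9 vesicles with 0.7% DMSO (high) | detection = cytometric PE anti-B7-1 and Alexa647 anti-CD8 signals after 1% paraformaldehyde fixation | incubation = binding step 1.5 h, 37 °C, antibody labelling 20 min, ice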
GPR55 antagonists: GPR55 antagonists blocking LPI-driven arrestin recruitment, primary screen, imaging, U2OS, beta-arrestin-GFP, LPI agonist (AID 2013) | U2OS GPR55 beta-arrestin-GFP translocation imaging, LPI antagonism; higher % means a stronger effect | inhibition, % at 10 µM, or IC50 in µM where a hit was titrated | actives 0.13% (n = 290,000);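 active = spots per cell inhibited over 60%, with over 100 cells counted and total cytoplasm intensity under 500,000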;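 note: U2OS cells stably carrying GPR55 and arrestin-GFP stimulated by 5 µM LPI near EC80; imaged beta-arrestin-GFP aggregate spots per cell after agonist stimulation; plate controls were LPI-stimulated DMSO wells for no effect and DMSO wells without LPI for full effect; some results filed as inactive read as strong as hits; confirmed hits need IC50 under 10 µM and bright autofluorescent wells are also inconclusive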
KOR beta-arrestin-2: kappa opioid receptor activators – cell-based, luminescence, uHTS, primary screen (AID 1777); actives 0.02% (n = 280,000); KOR beta-arrestin recruitment, luminescence; higher % means a stronger effect; one-dose activation, % at 10 µM; EC50 in µM for titrated hits; in the data active = activation above about 50%, passing the limit was not always enough; note: a part of the inactive calls stands beside numbers as strong as those of hits
HEK293 NOD2/NF-kB: inhibition of NOD2-driven NF-kB reporter – cell-based, luminescence, uHTS, HEK293 (AID 1566); HEK293 NOD2/NF-kB luciferase reporter, luminescence; higher % means a stronger effect; one-dose inhibition, % at 4 µM; EC50 in µM for titrated hits; actives 0.63% (n = 290,000); note: many of its hits are not listed in these tables
GPR55 beta-arrestin: GPR55 agonists via beta-arrestin recruitment, primary screen, imaging, U2OS cells, beta-arrestin-GFP redistribution (AID 1961); U2OS GPR55 beta-arrestin-GFP redistribution imaging; higher % means a stronger effect; one-dose activation, % at 10 µM; EC50 in µM for titrated hits; actives 0.048% (n = 290,000);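 active = activation above 40% with more than 50 cells counted in the well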;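 note: U2OS osteosarcoma cells stably expressing GPR55 and beta-arrestin-GFP; plate controls were DMSO negative control for no effect and LPI positive control for full effect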
NTR1 agonist: NTR1-driven beta-arrestin-GFP spot formation – imaging, U2OS cells, high content, primary screen (AID 493036); activation, % at 20 µM; agonist mode; P30989; actives 0.17% (n = 330,000);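 active = activation at or above 40% of the spot to cytoplasm intensity ratio, with at least 20 cells analyzed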;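 note: 0% = DMSO without peptide and 100% = 100 nM NTR1 peptide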
Target sequence (P30989 whole entry, looked up): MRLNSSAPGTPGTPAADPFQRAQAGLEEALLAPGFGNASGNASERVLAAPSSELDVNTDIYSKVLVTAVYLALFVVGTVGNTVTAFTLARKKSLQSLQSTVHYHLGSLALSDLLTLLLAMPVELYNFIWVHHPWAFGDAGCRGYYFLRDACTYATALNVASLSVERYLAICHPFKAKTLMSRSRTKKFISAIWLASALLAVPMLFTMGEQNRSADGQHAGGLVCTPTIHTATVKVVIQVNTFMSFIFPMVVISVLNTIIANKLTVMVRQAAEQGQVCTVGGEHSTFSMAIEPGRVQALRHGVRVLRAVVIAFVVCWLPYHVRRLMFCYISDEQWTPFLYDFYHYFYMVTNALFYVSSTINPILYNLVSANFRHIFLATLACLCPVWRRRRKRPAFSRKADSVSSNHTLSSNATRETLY
Myeloid diff MLP: promotes myeloid progenitor differentiation; ER-HoxA9 myeloid progenitors, lysozyme-GFP differentiation, flow cytometry; calls only at 10 µM; actives 1% (n = 360,000);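 active = normalized GFP-positive differentiation at or above the plate's own cutoff, the solvent-only control mean plus 3 SD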;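 note: cells exposed to compound for four days before flow analysis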
T cell modulator vesicle-bound %: also measured in T cell modulator; calls as there; double positive events, %; measured here: CD8+ vesicle-bound cell fraction;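 binding gate set so that unloaded-vesicle control wells show 10% double positive cells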
NTR1 agonist cell count 20 µM: recorded beside NTR1 agonist, whose call it bears; cell count; measured here: cell count, cytotoxicity flag
Myeloid diff MLP GFP+ MAC1+ %: also measured in Myeloid diff MLP; calls as there; GFP+ MAC1+ double positive, %; measured here: differentiation confirmed by MAC1 staining
Active calls of the source: *; i = inactive; x = no result given; [ ] = remark or other dose. Cut-off read from the data, not from the text of the source, unless noted: active = inhibition above about 50%; inactive = the rest. These rows are one share of the data; the hit share may differ from the screen's.

SMILES	NOD1 NF-kB reporter	KOR beta-arrestin-1	T cell modulator	T cell modulator vesicle-bound %	GPR55 antagonists	KOR beta-arrestin-2	HEK293 NOD2/NF-kB	GPR55 beta-arrestin	NTR1 agonist	NTR1 agonist cell count 20 µM	Myeloid diff MLP	Myeloid diff MLP GFP+ MAC1+ %
CC1(C2CC(C(F)(F)F)n3nc(C(=O)O)cc3N2)CC1 (configuration not stated)	-21.4%	-6.6%[20 µM]	i	40.6	8.5%	x	-7.8%	0.2%	-2.4	80	i	0.5
O=C(N/N=C\c1cn(-c2ccccc2)nc1-c1ccccc1)c1ccc2c(c1)OCO2	39.2%	-10.3%	i	39.3	17.4%	7.0%	-46.1%	0.2%	0.6	82	i	0.9
O=C(Nc1ccc(F)cc1)N1CCC(c2nc3c(nnn3Cc3cccc(Cl)c3)c(=O)[nH]2)CC1	-58.4%	0.0%	i	37.2	-2.7%	2.9%	-13.4%	-0.1%	2.7	82	i	1.4
O=C(O)C1CC=CCC1C(=O)Nc1ccc(Oc2ccc(Cl)cc2)cc1 (configuration not stated)	-13.4%	-26.8%	i	49.6	-1.5%	0.3%	9.1%	0.4%	0.1	57	i	0.5
CCOC(=O)C1(Cc2ccccc2)CCCN(Cc2ccccn2)C1 (configuration not stated)	-22.7%	-23.9%[20 µM]	i	47.0	1.2%	x	3.9%	-0.1%	-1.1	31	i	0.3
COC(=O)c1ccc(CNC(=O)c2ccc(COc3ccccc3)cc2)cc1	30.3%	14.2%	i	35.1	9.9%	1.8%	4.3%	-0.3%	-1.1	60	i	0.5
Cc1ccc(C(=O)NC(=S)Nc2ccc(CN3CCCCC3)cc2)c(C)c1	-31.4%	-60.1%[20 µM]	i	39.9	7.3%	-0.5%	-8.6%	0.3%	0.0	78	i	0.8
COc1ccc2[nH]c3c(=S)nc[nH]c3c2c1	4.6%	-7.4%[20 µM]	i	49.2	15.4%	x	-37.7%	-0.1%	-0.6	89	i	0.1
Cc1c(NC(=O)C2CCCCN2S(=O)(=O)c2ccc(Cl)cc2)c(=O)n(-c2ccccc2)n1C (configuration not stated)	-4.5%	10.3%	i	35.9	-0.3%	-2.6%	0.1%	1.5%	1.5	52	i	3.1
NNC(=O)CN1C(c2ccccc2Br)=Nc2ccc(Br)cc2C1c1ccccc1 (configuration not stated)	-2.6%	-9.3%	i	49.1	-2.0%	-2.2%	3.9%	0.2%	2.7	43	i	0.5
CC(=O)Oc1ccc(C(=O)Nc2ccccc2C(=O)NCC(C)C)cc1	-18.5%	-1.1%	i	48.7	23.0%	11.3%	7.8%	-0.3%	0.8	58	i	2.6
COc1cccc(OC)c1C(=O)Nn1c(-c2cccc(C)c2)nc2ccccc2c1=O	-44.5%	-18.1%	i	37.4	10.8%	-0.9%	-2.2%	-0.5%	0.5	46	i	0.3
CNC(=S)Nc1ccc([N+](=O)[O-])cc1	6.1%	17.2%	i	7.8	8.4%	-3.8%	12.7%	-0.2%	-0.2	34	i	0.3
C=CCn1c(-c2ccccc2)n[nH]c1=S	-18.0%	-46.0%	i	55.0	-17.0%	9.6%	-0.2%	0.2%	-1.9	68	i	1.3
C=CCNC(=O)NC(=O)COC(=O)c1ccccc1Sc1ccc(C(F)(F)F)cc1[N+](=O)[O-]	3.4%	13.2%	i	53.6	4.0%	-5.2%	2.6%	0.0%	11.0	76	i	0.3
COc1ccc(Nc2cc(Nc3cccc(OC)c3)ncn2)cc1	2.2%	-26.5%	i	57.9	3.3%	1.3%	-134.2%	-0.1%	-0.9	53	i	1.0
COc1ccc(Sc2nc(-c3ccccn3)ncc2OC)cc1	21.5%	-12.1%	i	57.7	5.8%	-1.0%	-43.0%	0.2%	1.7	35	i	0.6
CC(C)(C)Nc1nc(Cl)nc(NC(C)(C)C)n1	16.9%	-12.5%	i	7.1	-9.8%	10.2%	6.4%	-0.3%	3.6	57	i	0.0
CCOc1ccccc1C(=O)n1nc2nc(C)cc(C)c2c1N	-20.2%	-31.8%	i	37.3	-11.1%	0.1%	18.8%	-0.1%	0.2	50	i	6.8
CC(=O)c1c(C)[nH]c(C(=O)CSc2nc3ccccc3c(=O)n2CCCN2CCOCC2)c1C	-31.5%	-14.2%	i	21.2	-4.4%	0.6%	10.2%	-0.2%	3.7	77	i	1.6
O=C(NC1CCCCC1)C1CC(=O)N(CCc2ccccc2)C1 (configuration not stated)	-4.8%	-41.9%	x	x	-14.4%	7.6%	-2.7%	-0.1%	0.6	85	i	0.7
Cc1ccc(N2C(=O)c3ccccc3C2=O)nc1	0.2%	8.5%	i	46.1	6.3%	-3.9%	-11.2%	0.3%	x	x	i	0.8
Cc1ccc(N2CC(C)Cn3c2nc2c3c(=O)n(CC(=O)OCc3ccccc3)c(=O)n2C)cc1C (configuration not stated)	-24.9%	18.5%	i	59.1	9.3%	-0.4%	2.0%	0.3%	-1.1	58	i	6.6
COC(=O)CSc1nc(SCc2ccccc2Cl)nc2c1CCCC2	12.4%	8.5%	i	7.3	8.8%	-1.3%	15.8%	0.1%	1.8	40	x	x
CCN(C(=S)NC(=O)CCc1ccccc1)c1ccccc1	-7.3%	4.3%	i	43.8	3.8%	-2.6%	12.3%	0.0%	0.9	53	i	0.6

Six entries from above, arranged by number of heavy atoms, highest first.
SMILES	NOD1 NF-kB reporter	KOR beta-arrestin-1	T cell modulator	T cell modulator vesicle-bound %	GPR55 antagonists	KOR beta-arrestin-2	HEK293 NOD2/NF-kB	GPR55 beta-arrestin	NTR1 agonist	NTR1 agonist cell count 20 µM	Myeloid diff MLP	Myeloid diff MLP GFP+ MAC1+ %
Cc1ccc(N2CC(C)Cn3c2nc2c3c(=O)n(CC(=O)OCc3ccccc3)c(=O)n2C)cc1C (configuration not stated)	-24.9%	18.5%	i	59.1	9.3%	-0.4%	2.0%	0.3%	-1.1	58	i	6.6
Cc1c(NC(=O)C2CCCCN2S(=O)(=O)c2ccc(Cl)cc2)c(=O)n(-c2ccccc2)n1C (configuration not stated)	-4.5%	10.3%	i	35.9	-0.3%	-2.6%	0.1%	1.5%	1.5	52	i	3.1
CC(=O)Oc1ccc(C(=O)Nc2ccccc2C(=O)NCC(C)C)cc1	-18.5%	-1.1%	i	48.7	23.0%	11.3%	7.8%	-0.3%	0.8	58	i	2.6
CCOc1ccccc1C(=O)n1nc2nc(C)cc(C)c2c1N	-20.2%	-31.8%	i	37.3	-11.1%	0.1%	18.8%	-0.1%	0.2	50	i	6.8
Cc1ccc(N2C(=O)c3ccccc3C2=O)nc1	0.2%	8.5%	i	46.1	6.3%	-3.9%	-11.2%	0.3%	x	x	i	0.8
C=CCn1c(-c2ccccc2)n[nH]c1=S	-18.0%	-46.0%	i	55.0	-17.0%	9.6%	-0.2%	0.2%	-1.9	68	i	1.3

Other records.
SMILES	NOD1 NF-kB reporter	KOR beta-arrestin-1	T cell modulator	T cell modulator vesicle-bound %	GPR55 antagonists	KOR beta-arrestin-2	HEK293 NOD2/NF-kB	GPR55 beta-arrestin	NTR1 agonist	NTR1 agonist cell count 20 µM	Myeloid diff MLP	Myeloid diff MLP GFP+ MAC1+ %
O=C(NCCc1ccccc1)c1nc2ncccn2n1	-8.4%	-0.9%	i	41.8	8.2%	39.2%	9.4%	-0.1%	0.0	59	i	6.1
O=C1CCCN1CCC12CC3CC(CC(C3)C1)C2	-20.0%	2.7%	i	24.3	9.8%	9.0%	-16.5%	-0.1%	0.7	53	i	1.5
CCn1c(CNc2ccc(Cl)cc2)nnc1SCC(=O)NCc1ccccc1	-26.0%	18.4%	i	11.4	5.2%	33.0%	3.3%	1.2%	-1.4	92	i	1.1
O=C(Nc1ccccc1)c1ccc(Br)c(S(=O)(=O)Nc2ccccn2)c1	-11.0%	6.6%	i	13.5	8.7%	0.3%	6.6%	-0.2%	0.5	64	i	0.6
COc1ccc2nc3cccc(OC)c3nc2c1	-19.4%	7.3%	i	17.3	-4.2%	-2.8%	-20.6%	-0.5%	0.7	29	i	0.6
Cc1cc2c(cc1S(=O)(=O)Nc1c(C)cccc1C)n(C)c(=O)c(=O)n2C	9.1%	-16.6%[20 µM]	i	48.2	8.0%	-3.7%	-4.9%	-0.3%	-1.4	51	i	0.6
COc1ccc(C(c2nnnn2Cc2cccs2)N2CCN(c3ccccc3F)CC2)cc1OC (configuration not stated)	-47.8%	-2.3%	i	39.8	-0.5%	-6.5%	-21.8%	0.3%	0.3	80	i	0.7
COc1cccc(NC(=S)NCCc2ccccn2)c1	-24.1%	1.1%[20 µM]	i	39.4	-13.6%	-4.9%	-11.4%	-0.1%	-0.4	90	i	0.1
CCOc1ccc(Cn2c(=O)sc3ccccc32)cc1	4.2%	-9.6%	i	43.6	6.2%	2.6%	-18.6%	-1.9%	2.0	58	i	0.5
Cc1ccc(CS(=O)(=O)c2cn(CC(=O)N3CCOCC3)c3ccccc23)cc1	13.3%	-19.7%	i	24.0	-3.7%	6.3%	-7.8%	0.4%	0.1	44	i	0.3
Cc1noc(C)c1CSCC(=O)N(C)CC(=O)Nc1ccccc1Cl	12.5%	-21.4%	i	53.8	-0.9%	9.5%	8.1%	0.3%	0.4	66	i	0.7
CCOC(=O)c1[nH]n(-c2ccc(Cl)cc2)c(=O)c1C	-33.9%	11.7%	i	47.1	7.9%	-1.1%	-0.4%	-0.2%	4.0	41	i	0.2
O=C(CSc1nc2ccc(NC(=O)C3CCCCC3)cc2s1)NCC1CCCO1 (configuration not stated)	-43.5%	-48.3%	i	48.8	-15.2%	2.3%	-17.9%	0.1%	0.7	57	i	0.3
CCc1nnc(NC(=O)CSc2ccc(-c3ccccc3OC)nn2)s1	-30.6%	-10.5%	i	14.7	-3.8%	0.9%	22.6%	0.9%	0.0	55	i	0.1
COc1ccc(OC)c(NC(=O)CN2C(=O)COc3ccc(S(=O)(=O)N4CCCC4)cc32)c1	-14.5%	9.8%	i	36.3	17.1%	0.1%	6.0%	-0.2%	0.0	61	i	5.1
CN(CCOc1ccccc1)c1ccc(S(=O)(=O)N2CCCCC2)cn1	4.4%	8.2%	i	45.0	15.2%	-2.7%	17.6%	-0.1%	4.0	53	i	0.8
COC(=O)c1cc(-c2ccc(Cl)cc2)n(-c2ccc(S(N)(=O)=O)cc2)n1	-21.0%	16.9%	i	49.4	-7.0%	0.1%	16.6%	0.1%	2.3	45	i	0.0
